RBX1-CUL1 inh – human ROC1-CUL1 E3 ligase inhibition | P62877+Q13616 | in vitro K48 di-Ub FRET, acceptor:donor ratio, 45 min | inhibition, % at 10 µM | hit rate 0.6% among 140,000; in the data active = inhibition above about 25%
Target sequence (P62877 whole entry, looked up): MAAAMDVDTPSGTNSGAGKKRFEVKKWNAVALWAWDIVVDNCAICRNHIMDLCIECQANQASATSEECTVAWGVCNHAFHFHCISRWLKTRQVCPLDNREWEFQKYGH
Target sequence (Q13616 whole entry, looked up): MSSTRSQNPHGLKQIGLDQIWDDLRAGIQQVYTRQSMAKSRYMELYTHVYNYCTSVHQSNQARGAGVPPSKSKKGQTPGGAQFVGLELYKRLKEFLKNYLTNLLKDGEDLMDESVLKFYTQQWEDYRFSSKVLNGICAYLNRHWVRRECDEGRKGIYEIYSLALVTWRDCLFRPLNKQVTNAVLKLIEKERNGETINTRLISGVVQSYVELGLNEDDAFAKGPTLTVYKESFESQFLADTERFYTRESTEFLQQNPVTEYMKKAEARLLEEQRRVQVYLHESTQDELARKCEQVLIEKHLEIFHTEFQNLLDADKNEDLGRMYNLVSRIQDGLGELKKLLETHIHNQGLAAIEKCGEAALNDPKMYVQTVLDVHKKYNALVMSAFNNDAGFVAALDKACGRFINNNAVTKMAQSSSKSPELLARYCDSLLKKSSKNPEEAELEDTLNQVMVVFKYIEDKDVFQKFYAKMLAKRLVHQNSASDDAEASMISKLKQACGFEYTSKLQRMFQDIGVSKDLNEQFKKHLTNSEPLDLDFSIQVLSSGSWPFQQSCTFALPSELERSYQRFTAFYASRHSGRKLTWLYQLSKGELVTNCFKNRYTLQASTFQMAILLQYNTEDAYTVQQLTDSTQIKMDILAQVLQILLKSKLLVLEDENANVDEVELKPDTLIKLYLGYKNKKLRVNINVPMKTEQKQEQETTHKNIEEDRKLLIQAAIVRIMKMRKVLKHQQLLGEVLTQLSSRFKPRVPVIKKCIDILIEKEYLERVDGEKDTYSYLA
* hit, by the source's call.

Molecule	RBX1-CUL1 inh
Cc1cccc(N2C(=O)NC(=O)C(C=Nc3ccc(Cl)c(CN4C(=O)c5ccccc5C4=O)c3)C2=O)c1 (stereo not drawn)	-8
Oc1ccc(CNc2cccc(Cl)c2)c2cccnc12	2
Cc1ccc(CN2CCCC(Cn3cc(CNC(N)=O)nn3)C2)s1 (stereo not drawn)	-9
C=CCNC(=O)Cc1c2c(n(Cc3ccc(F)cc3)c1C)CCCC2=O	-3
CN=C(N[n+]1ccccc1)SC	-5
Clc1ccc2c(NCCN3CCN(CCCN4CCN(CCNc5ccnc6cc(Cl)ccc56)CC4)CC3)ccnc2c1	0
CCn1c(=O)c2c(nc3n2CCCN3CCc2ccccc2)n(C)c1=O	1
CC(C)(C)C(Cn1ccnc1)NCc1c(C(=O)N2CCOCC2)nc2ccccn12 (stereo not drawn)	0
Cc1cccc2nc(-c3ccco3)c(Nc3ccc4c(c3)OCO4)n12	0
O=C(Cn1cccn1)N1CCCC(Nc2ccc3c(c2)OCCO3)C1 (stereo not drawn)	-6
Cc1nc2c(c(-c3ccc(Cl)cc3)c1S(=O)(=O)c1ccccc1)C(=O)c1ccccc1-2	13
O=c1cc(C2CCN(Cc3ccc(Oc4ccccc4)nc3)CC2)nc[nH]1	6
COc1ccc(NC(=O)CSc2c3c(nc4ccccc24)CCC3)cc1Cl	-1
O=C1C(=O)N(c2ccccn2)C(c2ccccc2F)C1C(=O)c1ccc(Cl)cc1 (stereo not drawn)	11
Cc1cc(C)cc(NC(=O)Cn2nnc(C(=O)NCc3ccccc3Cl)c2N)c1	-9
CCOC(=O)c1c(NC(=O)CCSC(C)=O)sc2c1CCCCC2	-2
O=C(CC(=O)c1ccccc1)Nc1ccc(F)c(Cl)c1	1
CCOC(=O)c1[nH]c2ccccc2c1NC(=O)c1cc(OC)cc(OC)c1	-1
CCOC(=O)c1cnc2ccc(Cl)cc2c1Nc1cccc(C(=O)O)c1	-5
CC12CCC(C/C1=N\OC(=O)c1ccco1)C2(C)C (stereo not drawn)	1
Cc1ccc(CN2C(=O)CC(c3ccc(Cl)cc3)c3c(C)nn(-c4nc(C)cc(C)n4)c32)cc1 (stereo not drawn)	2
N#Cc1ccc(SCc2cn3ccccc3n2)cc1	-5
Cc1cccc(CS(=O)(=O)NCCC2=CCCCC2)c1	-6
CCN1CCN(Cc2nc(N)nc(N3CCCc4ccccc43)n2)CC1	-9
C=CCC1(NCc2ccccc2)CCN(CC)CC1	-2
Cc1ccc(NC(=O)CSc2nnc(-c3ccc(C)cc3)n2N)cc1	-5
Cc1ccc(-c2cnc(C3CC3)o2)cc1S(=O)(=O)Nc1cccc(C#N)c1	6
CCOC(=O)c1c(C)n(O)c2ccccc2c1=O	-3
CSC1=NN2C(=N)/C(=C\c3cc(C)n(-c4cccc(F)c4)c3C)C(=O)N=C2S1	2
Cc1ccc2cccc(NC(=O)c3ccc(-c4cc(Cl)ccc4Cl)o3)c2n1	-6
CCc1nnc2n(-c3ccccc3)c(=O)c3c4c(sc3n12)CSC(C)(C)C4	-5
Clc1cccc(-c2nnc3sc(-c4cccnc4)nn23)c1	2
CCCOc1ccc(C2c3c(-c4ccccc4O)n[nH]c3C(=O)N2Cc2ccncc2)cc1OCC (stereo not drawn)	5
CC1(C)CCCC2=C1CC1C(=O)NC(=O)C1C2 (stereo not drawn)	2
O=C(c1cc(Oc2ccc(Cl)cc2)nc2ccccc12)N1CCOCC1	-3
COc1ccc(-n2c(=O)c3c4c(sc3n(Cc3ccc(F)cc3)c2=O)CN(C(C)=O)CC4)c(OC)c1	8
C#Cc1ccc([C@@H]2C[C@H]3CN(C)C(=O)[C@]34CCCN24)cc1	-5
CCOc1ccccc1NC(=O)C1CCCCC1	-1
COc1ccc2[nH]c3c(Cl)ncnc3c2c1	3
COc1ccc(/C=N/Nc2cc(C)nc(N3CCOCC3)n2)c(OC)c1	-1
Cc1cc(NC(=O)CN2C(=O)CSc3ccc(S(=O)(=O)N(C)C)cc32)ccc1Br	1
COCC(C)N1CCC(CO)(Cc2ccccc2Cl)CC1 (stereo not drawn)	-2
CC(C)(C)N=S1OC(c2ccccc2)c2ccccc21 (stereo not drawn)	-6
CCC1CCC(NC(=O)Nc2cccc(OC)c2)CC1 (stereo not drawn)	9
CC1C(=NC(=O)c2c3ccccc3cc3ccccc23)C(=O)N(c2ccccc2)N1C (stereo not drawn)	3
CCc1cc(C(=O)OC)c(NC(=O)CN2CCCCC2)s1	7
COc1cc(Br)cc2cc(C(=O)NCC3CCCO3)c(=O)oc12 (stereo not drawn)	-8
CCn1ncc(Br)c1C(=O)Nc1ccc(Br)cn1	7
Cc1nc2ccc(NC(=O)NCCCO)cc2s1	9
Cn1c(=O)[nH]c(=O)c2c1nc(Br)n2CCSc1nc2ccccc2o1	9
O=C(Nc1ccccc1Oc1cccnc1)C1CCCN1C1CCC1 (stereo not drawn)	-4
Cc1cc(C)cc(C(=O)NCCc2sc(-c3ccc(F)cc3)nc2C)c1	3
CCOc1ccc(NC(=O)CSc2c(-c3ccccc3)c3cc(Cl)ccc3[nH]c2=O)cc1	-5
Cc1cccc(OCC(=O)Nc2ccc(/C=C/C(=O)c3cccs3)cc2)c1	-2
Cc1cccnc1CC(C)NC(=O)Cn1nnnc1CN1CCCC1 (stereo not drawn)	7
O=C(c1cccn2c(=O)c3c4c(sc3nc12)CCCC4)N1CCOCC1	10
NC(=O)c1ccc(-c2nnc(Nc3ccc(OC(F)(F)Cl)cc3)c3ccccc23)cc1	-2
CC(NC(=O)CCc1ccc(S(=O)(=O)NCCc2ccccc2)cc1)c1ccccc1 (stereo not drawn)	-3
CCc1ccc(-n2c(C)cc(/C=C3/SC(=O)N(CC(=O)OC)C3=O)c2C)cc1	-7
COCCN1C(=O)/C(=C/c2ccc(Sc3ccccc3)o2)SC1=Nc1ccccc1	9

Reprinted at random: 3 records from the list, in no set order.
Molecule	RBX1-CUL1 inh
CCc1ccc(-n2c(C)cc(/C=C3/SC(=O)N(CC(=O)OC)C3=O)c2C)cc1	-7
CC1C(=NC(=O)c2c3ccccc3cc3ccccc23)C(=O)N(c2ccccc2)N1C (stereo not drawn)	3
Cc1cccc(OCC(=O)Nc2ccc(/C=C/C(=O)c3cccs3)cc2)c1	-2

Next section
Molecule	RBX1-CUL1 inh
COCCCN1C(=O)C(=O)C(C(=O)c2ccc(Cl)cc2)C1c1ccc(Cl)c(Cl)c1 (stereo not drawn)	4
CCOC(=O)C1CCCN(c2nncc(-c3cccc4ccccc34)n2)C1 (stereo not drawn)	10
CNCc1ccc(OCC(O)CN2CCCCCCC2)c(OC)c1 (stereo not drawn)	5
CCOC(=O)c1c(NC(=O)CSc2nc3scc(-c4ccco4)c3c(=O)n2-c2ccccc2)sc2c1CCCCC2	1
O=C(CCc1ccc(S(=O)(=O)NCc2ccccc2)cc1)N1CCN(c2ccc(F)cc2)CC1	-2
CCCN1C(=O)C(Cc2nc3ccccc3c(=O)n2CC)c2ccccc21 (stereo not drawn)	7
Cc1ccc2oc(-c3cc(NC(=O)Cc4ccccc4)ccc3Cl)nc2c1	11
O=C1CC(N2CCc3ccccc32)C(=O)N1c1ccc(F)cc1 (stereo not drawn)	-1
CC(C)(C)N1C(=O)c2ccc(C(=O)Nc3ccc(OCC(=O)O)cc3)cc2C1=O	3
Clc1ccc(-c2cc(-c3ccccc3)n3ncnc3n2)cc1	1
Cc1sc(NC(=O)c2ccco2)c(C(c2ccc(C(F)(F)F)cc2)N2CCOCC2)c1C (stereo not drawn)	-3
Cc1ccc(O)c(NC(=O)CCS(=O)(=O)c2nc(-c3ccc4c(c3)OCO4)cc(C(F)(F)F)n2)c1	-6
CCCSc1ncc(Cl)c(C(=O)N(Cc2ccccc2)c2ccc(OC)cc2)n1	-3
CCCCn1c(=O)nc2n(-c3ccc(Cl)c(Cl)c3)c3ccccc3cc-2c1=O	4
COc1ccc(CNC(=O)C(C)n2c(=O)cc(C)c3c(C)nn(-c4ccccc4)c32)cc1 (stereo not drawn)	-11
O=C(CC1Oc2ccccc2NC1=O)NCc1ccc(F)cc1 (stereo not drawn)	-2
COc1ccc(CCNC(=O)Cc2c(C)c3cc4c(C(C)(C)C)coc4c(C)c3oc2=O)cc1OC	-9
CCC(C)(C)NC(=O)C1CCN(C(=O)c2ccc(Cl)cc2)CC1	-3
CCOc1c(Cl)cc(/C=C/C(=O)O)cc1Cl	7
CCOC(=O)c1cc(-c2ccc(C)cc2)n(CC(=O)Nc2cccc(C(C)=O)c2)c1C	0

Continuation:
smiles	RBX1-CUL1 inh
Cc1ccc(-n2c(C)cn3c4c(=O)n(CCCO)c(=O)n(C)c4nc23)cc1	-2
CC1C(=NC(=O)COc2ccccc2)C(=O)N(c2ccccc2)N1C (stereo not drawn)	-2
C=CCN1C(=O)/C(=C\c2ccc(OC)c(COc3c(Br)cc(Br)cc3Br)c2)NC1=S	-2
CCCNC(=O)c1ccc2c(c1)C1C3CCC(C3)C1C(c1ccccc1)N2 (stereo not drawn)	2
Cc1c(CC(=O)NCCc2cnc[nH]2)c2c(n1CC(C)C)CC(C)(C)CC2=O	-3
O=C(CCCOc1ccc(C(=O)O)c(OCCCC(=O)OCc2ccccc2)c1)OCc1ccccc1	-6
O=C(CCC(=O)OCC(=O)c1ccc(F)cc1)Nc1cccc(C(F)(F)F)c1	7
O=C(Nc1ccc(F)cc1C(F)(F)F)C1CCN(c2ncccn2)CC1	12
c1ccc2c(c1)CCC/C2=N\N=C1/CCCc2ccccc21	-6
Cc1ccc(N(C)C(=O)C2CCN(S(=O)(=O)c3cn(C)cn3)CC2)cc1	8
CC(Oc1ccc(Br)cc1)C(=O)Nc1ncn[nH]1 (stereo not drawn)	-7
CCCNC(=O)c1c(C)nn(-c2cccc(C)c2)c1-n1cccc1	6
CCCCN(Cc1ccco1)C(=O)c1cc2c(s1)-c1c(C)cccc1OC2	1
CCc1cccc(NC(=O)Cn2c(C(=O)OC)cc3sc(Cl)cc32)c1	-2
Cc1ccc(-c2nnc(NC(=O)c3ccc4c(c3)OCCO4)o2)c(C)c1	0
Cc1ccc(CN2C[C@@H]3C[C@@H](c4ccc(Oc5ncccn5)cc4)N4CCC[C@@]34C2=O)o1	1
CCOC(=O)CN(C)Cc1ccccc1OCC(O)CN1CCSCC1 (stereo not drawn)	2
Cc1cccc(CN2CCCC(O)(CNCc3cnn(C)c3C)C2=O)c1 (stereo not drawn)	-16
CCCC(=O)N1c2ccccc2-c2nnc(SC)nc2OC1c1cccc2ccccc12 (stereo not drawn)	9
Cc1cc(OC(=O)c2ccccc2Cl)cc(=O)n1C	-12
CCOc1ccc(NC(=O)c2cccc(N3CCCS3(=O)=O)c2)cc1	5
Fc1ccc(-n2nnnc2Cc2ccccc2Cl)cc1	5
CSc1nc(Cl)cn(C)c1=O	-4
COc1ccc(CCNC(=O)CCc2c(C)nc3c(c(C)nn3-c3ccc(C)c(C)c3)c2C)c(OC)c1OC	9
O=C1CCC(CCNCc2cc3c(cc2Cl)OCO3)N1Cc1cccc(OC(F)(F)F)c1 (stereo not drawn)	-7
CC(C(=O)O)N1C(=O)C2CCCCC2C1=O (stereo not drawn)	-1
COc1ccc(Cc2nn3c(Cc4ccccc4)nnc3s2)cc1	0
CC1CSC(=C(C(=O)/C=C/c2ccccc2)C(=O)/C=C/c2ccccc2)S1 (stereo not drawn)	-5
CC(C)CN1CCC(CN(C)C(=O)CCc2nnc(-c3ccc4c(c3)OCO4)o2)CC1	-10
CCOC(=O)c1cnc2c(C)c(Cl)ccc2c1NCCc1ccc(OC)c(OC)c1	-2
Cc1cc(C)c2c3c(sc2n1)C(c1ccc(Br)cc1)C(C#N)C(=N)O3 (stereo not drawn)	3
CCNC(=S)Nc1cc(C)ccn1	-5
COc1ccc(Cn2ccc3nc(C)c(C(=O)N4CCN(c5ccc(OC)cc5)CC4)cc3c2=O)cc1	-4
CC(=O)N(C(C)=O)c1c(Cl)cnn(-c2ccccc2)c1=O	11
Cn1nnnc1Sc1ccc([N+](=O)[O-])c(Sc2nnnn2C)n1	32*
COc1cccc(CN(C)C2CCN(c3ccc(C(=O)NCCN4CCOCC4)cc3)CC2)c1	6

An excerpt from above in order of SMILES length, low to high.
smiles	RBX1-CUL1 inh
COc1ccc(Cc2nn3c(Cc4ccccc4)nnc3s2)cc1	0
Cn1nnnc1Sc1ccc([N+](=O)[O-])c(Sc2nnnn2C)n1	32*
O=C1CCC(CCNCc2cc3c(cc2Cl)OCO3)N1Cc1cccc(OC(F)(F)F)c1 (stereo not drawn)	-7
COc1ccc(Cn2ccc3nc(C)c(C(=O)N4CCN(c5ccc(OC)cc5)CC4)cc3c2=O)cc1	-4

Among those listed so far, 4 contain a tert-butyl group:
smiles	RBX1-CUL1 inh
CC(C)(C)C(Cn1ccnc1)NCc1c(C(=O)N2CCOCC2)nc2ccccn12 (stereo not drawn)	0
CC(C)(C)N=S1OC(c2ccccc2)c2ccccc21 (stereo not drawn)	-6
CC(C)(C)N1C(=O)c2ccc(C(=O)Nc3ccc(OCC(=O)O)cc3)cc2C1=O	3
COc1ccc(CCNC(=O)Cc2c(C)c3cc4c(C(C)(C)C)coc4c(C)c3oc2=O)cc1OC	-9

Next part
smiles	RBX1-CUL1 inh
Cc1ccc(N(C)C(=O)Cn2cnc3onc(-c4ccc(F)cc4)c3c2=O)cc1C	-1
C[C@@H]1CN(Cc2nc(-c3ccccn3)no2)C[C@H](C)O1	2
COc1nc(N)c(C#N)c(-c2ccc(F)cc2)c1C#N	-1
COc1ccc(-n2c(-c3ccccc3)c(Cc3ccccc3)c(-c3ccccc3)c(C(=O)c3ccccc3)c2=S)cc1	5
COCCN1CC(C(=O)N2CCN(c3cnn(C)c(=O)c3)CC2)CC1=O (stereo not drawn)	-5
COc1ccc([C@@H]2[C@H]3CN(C)CC=C3C(C#N)C(=N)C2(C#N)C#N)cc1 (stereo partly drawn)	-1
CCOc1ccc(-c2nc3c(C#N)c[nH]n3c2NC2CCCC2)cc1	1
N#CC1C(=N)N(c2cccc(Cl)c2)C2=C(C(=O)CCC2)C1c1cc(CN2CCOCC2)cs1 (stereo not drawn)	-9
CNC1(c2nnnn2CCOC(=O)Nc2cccc3ccccc23)CCCC1	0

Bioassay records as filed in PubChem BioAssay.

An excerpt; count on the stated rates, not on these rows.
